Compound activity as filed in PubChem BioAssay.
Tcruzi prolif: T. cruzi intracellular proliferation inhibitors, primary screen, cell-based, beta-gal Tulahuen parasites, NIH3T3 host, luminescence | T. cruzi beta-gal in NIH3T3, GalScreen luminescence, 90 h | inhibition, % at 8.34 µM | 77,000 compounds, 5.9% hits;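 active = mean inhibition above about 93%, with at least 55% of replicates each passing it, limit read from the data, passing the limit was not always enough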
Pf Dd2 inh: P. falciparum Dd2 growth inhibitors, primary screen, SYBR Green fluorescence, single dose replicates; activity change, % at 10 µM; 72 h; hits give low values; 94,000 compounds, 2.3% hits; AID 1159554, 2015; in the data active = activity change below about -80%
GASC1 inh: inhibitors of GASC-1 (KDM4C) histone demethylase, primary screen, biochemical, single concentration HTS. Lysine-specific demethylase 4C (Homo sapiens), Q9H3R0. inhibition, % at 12.5 µM. 96,000 compounds, 0.15% hits. AID 720574, 2013. GST-KDM4C 2-372, H3K9me3 peptide, LANCE TR-FRET;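 active = mean replicate inhibition above about 25%, with at least 55% of replicates also reaching it, limit read from the data, passing the limit was not always enough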
Target sequence (Q9H3R0 2-372 limits assumed): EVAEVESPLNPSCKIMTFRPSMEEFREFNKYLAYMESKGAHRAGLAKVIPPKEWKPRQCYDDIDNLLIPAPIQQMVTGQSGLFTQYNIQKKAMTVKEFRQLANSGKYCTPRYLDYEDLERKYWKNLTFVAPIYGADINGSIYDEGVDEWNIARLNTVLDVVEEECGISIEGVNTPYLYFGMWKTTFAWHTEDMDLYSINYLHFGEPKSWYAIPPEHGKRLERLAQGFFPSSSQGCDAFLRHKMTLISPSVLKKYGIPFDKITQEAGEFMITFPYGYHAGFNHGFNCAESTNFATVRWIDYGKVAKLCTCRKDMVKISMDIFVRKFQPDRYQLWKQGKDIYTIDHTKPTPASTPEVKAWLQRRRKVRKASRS
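material = GST-tagged GASC-1 (JMJD2C) catalytic fragment, aa 2-372 | amount = enzyme final amount 10 nM | medium = HEPES buffer, pH 7.5, plus ascorbate | also added = H3K9me3 peptide substrate, Fe(II), 2-oxoglutarate | dosing = single dose | times = 30 min demethylation and 1 h detection at room temperature | detection = LANCE TR-FRET | read-out basis = Fall in 671/618 emission ratio as inhibition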
C diff growth: C. difficile growth inhibitors, primary screen, HTS; Clostridium difficile clinical isolate growth, OD600, 24 h; hits give low values; growth activity, negative = inhibition, % at 16 µg/mL (by protocol); 86,000 compounds, 0.25% hits;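 active = mean growth activity at or below -80% and every replicate also at or below -80%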;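 also: 0% = DMSO wells and -100% = levofloxacin 16 µg/mL wells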
An asterisk follows results filed as active; · = not tested or not shown; & = joins results of further samples.

SMILES	Tcruzi prolif	Pf Dd2 inh	GASC1 inh	C diff growth
COc1ccccc1S(=O)(=O)N[C@@H]1CC[C@@H](CC(=O)N2CCOCC2)O[C@@H]1CO	2	6	1.4	0
CO[C@@H]1CN(C)C(=O)c2cc(NC(=O)C3CCCC3)ccc2OC[C@H](C)N(C)C[C@H]1C	25	·	2.4	·
CCC(=O)N1C[C@@H](O)COC[C@H]2O[C@@H](CC(=O)NCc3ccc(Oc4ccccc4)cc3)CC[C@@H]21	24	-52	-0.8	-3&-4
O=C(c1ccc(F)cc1)N1CC(=O)N2[C@H](CO)[C@H](c3ccc(/C=C/c4ccccc4)cc3)[C@@H]2C1	·	-19	-0.2	3
C[C@@H]1CN([C@H](C)CO)C(=O)Cc2cc(NC(=O)Nc3ccc(F)cc3)ccc2O[C@@H]1CN(C)S(C)(=O)=O	96	0	11	1
COc1ccc2c3c([nH]c2c1)[C@H](CO)N(Cc1cccnc1)CC31CN(C(=O)CN(C)C)C1	·	7	-0.1	-10
C[C@H](CO)N1C[C@H](C)[C@H](CN(C)C(=O)c2ccccc2)Oc2cc(Br)ccc2S1(=O)=O	30	-19	0.1	0
COCCNC(=O)C[C@@H]1C=C[C@H](NS(=O)(=O)c2ccc(C)cc2)[C@H](CO)O1	·	7	0.4	-1
C[C@@H]1CCCCO[C@H](CN(C)C(=O)c2ccncc2)[C@H](C)CN([C@@H](C)CO)C(=O)c2cc(NC(=O)C3CCCCC3)ccc2O1	57	18	0.3	-3
Cc1noc(C)c1S(=O)(=O)Nc1ccc2c(c1)CC(=O)N([C@@H](C)CO)C[C@H](C)[C@H](CN(C)S(=O)(=O)c1c(C)noc1C)O2	28	21	-0.9	11
CNC[C@H]1Oc2cc(-c3ccccc3F)ccc2S(=O)(=O)N([C@@H](C)CO)C[C@H]1C	·	-41	-1.1	-3
O=C(Nc1ccc(F)cc1)N1CC(=O)N2[C@@H](CO)[C@@H](c3ccc(C#Cc4ccc(F)cc4)cc3)[C@@H]2C1	·	8	9.5	10
N#Cc1ccc(-c2ccc([C@@H]3[C@@H](CO)N4C(=O)CN(C(=O)C5CC5)C[C@@H]34)cc2)cc1	·	-2	0.3	-6
Cc1noc(C)c1NC(=O)Nc1ccc2c(c1)C(=O)N([C@@H](C)CO)C[C@H](C)[C@@H](CN(C)C(=O)c1ccccc1)OCCCC[C@@H](C)O2	25	-33	-1.1	-9
COCC(=O)N1CC2(C1)CN(Cc1ccccc1Cl)[C@H](CO)c1c2c2ccc(OC)cc2n1C	·	-73	0.2	8

Given with two lines to a compound: 5 of the compounds above.
Below each SMILES: Tcruzi prolif | Pf Dd2 inh | GASC1 inh | C diff growth
COCCNC(=O)C[C@@H]1C=C[C@H](NS(=O)(=O)c2ccc(C)cc2)[C@H](CO)O1
    · | 7 | 0.4 | -1
C[C@@H]1CCCCO[C@H](CN(C)C(=O)c2ccncc2)[C@H](C)CN([C@@H](C)CO)C(=O)c2cc(NC(=O)C3CCCCC3)ccc2O1
    57 | 18 | 0.3 | -3
Cc1noc(C)c1S(=O)(=O)Nc1ccc2c(c1)CC(=O)N([C@@H](C)CO)C[C@H](C)[C@H](CN(C)S(=O)(=O)c1c(C)noc1C)O2
    28 | 21 | -0.9 | 11
CNC[C@H]1Oc2cc(-c3ccccc3F)ccc2S(=O)(=O)N([C@@H](C)CO)C[C@H]1C
    · | -41 | -1.1 | -3
O=C(Nc1ccc(F)cc1)N1CC(=O)N2[C@@H](CO)[C@@H](c3ccc(C#Cc4ccc(F)cc4)cc3)[C@@H]2C1
    · | 8 | 9.5 | 10

Other compounds:
SMILES	Tcruzi prolif	Pf Dd2 inh	GASC1 inh	C diff growth
CCCNC(=O)N(C)C[C@@H]1Oc2cc(-c3ccccc3)ccc2S(=O)(=O)N([C@H](C)CO)C[C@H]1C	47	2	2.7	-3
O=C(C[C@H]1CC[C@@H]2[C@H](COC[C@@H](O)CN2CCC(F)(F)F)O1)NCC1CCCCC1	107*	13	-0.7	4&-1
CCC(=O)N[C@@H]1C=C[C@@H](CC(=O)OC)O[C@@H]1CO	21	24	1.0	·
COc1cccc(-c2ccc([C@H]3[C@H]4CN(C(=O)NC(C)C)CCCCN4[C@H]3CO)cc2)c1	91	17	0.0	-4
C[C@H]1CN([C@@H](C)CO)C(=O)c2cc(/C=C/c3ccccc3)cnc2O[C@H]1CN(C)C	·	21	24	-3
C[C@H]1CN([C@@H](C)CO)C(=O)c2cc(Br)cnc2O[C@@H]1CN(C)S(=O)(=O)c1ccccc1	56	1	·	-3
C/C=C/c1ccc2c(c1)O[C@H](CN(C)C(=O)Nc1cccc(F)c1)[C@H](C)CN([C@@H](C)CO)S2(=O)=O	93	31	-4.4	2
Cc1ccccc1S(=O)(=O)N1C[C@@H](O)COC[C@H]2O[C@H](CC(=O)NCCc3ccccc3)CC[C@@H]21	33	1	1.6	56&7
C[C@H](CO)N1C[C@H](C)[C@@H](CN(C)Cc2ccc(C(=O)Nc3ccccc3N)cc2)Oc2ccc(NS(=O)(=O)c3ccccc3)cc2CC1=O	62	-83*	-2.0	7
C[C@H]1CN([C@@H](C)CO)S(=O)(=O)c2ccc(-c3cccc(F)c3)cc2O[C@H]1CN(C)C(=O)C1CC1	·	-15	-0.3	-1
CO[C@@H]1CN(C)C(=O)c2ccc(NC(C)=O)cc2OC[C@H](C)N(C(=O)c2cnccn2)C[C@H]1C	18	·	-2.0	·
COCC(=O)N1CC[C@H]2[C@H](CO)Nc3ccc(-c4cccc(C#N)c4)cc3[C@H]21	70	31	-2.3	4
CCCN(C)C[C@@H]1Oc2ncc(-c3cccc(C(F)(F)F)c3)cc2C(=O)N([C@H](C)CO)C[C@@H]1C	19	-60	-0.2	11
Cc1ccc(-c2ccc3c(c2)O[C@@H](CN(C)C)[C@H](C)CN([C@H](C)CO)S3(=O)=O)cc1	38	20	-0.3	0
C[C@@H]1CN([C@H](C)CO)C(=O)c2cc(NC(=O)C3CC3)ccc2O[C@@H]1CN(C)C(=O)Nc1cccc2ccccc12	10	-8	-0.6	-3
COc1ccc(NC(=O)Nc2cccc3c2O[C@H](CN(C)Cc2ccc(C(F)(F)F)cc2)[C@@H](C)CN([C@@H](C)CO)C3=O)cc1	62	-35	1.2	5
COc1ccc2c3c([nH]c2c1)[C@@H](CO)N(Cc1ccccn1)CC31CCN(C(C)=O)CC1	·	-3	1.0	1
CN(C)C(=O)[C@@H]1[C@@H](CO)[C@@H]2Cn3c(ccc(-c4ccccc4F)c3=O)[C@H]1N2C(=O)c1ccccc1	58	·	-0.2	-3
O=C(C[C@@H]1CC[C@@H](NS(=O)(=O)c2ccc(F)cc2)[C@H](CO)O1)NC1CCCCC1	·	0	-2.0	1
O=C(Nc1cccc(F)c1)N[C@H]1CC[C@@H](CCNS(=O)(=O)c2cccc(Cl)c2)O[C@H]1CO	70	-26	-3.5	·
O=C(NCC[C@H]1CC[C@H](NS(=O)(=O)c2ccc(F)cc2)[C@H](CO)O1)c1ccccc1F	·	4	-1.3	0
C[C@H](CO)N1C[C@H](C)[C@@H](CN(C)C(=O)c2ccc(F)cc2)Oc2ncc(C3=CCCCC3)cc2C1=O	12	-42	-1.5	-4
COc1cccc(NC(=O)N(C)C[C@@H]2Oc3ncc(Br)cc3C(=O)N([C@@H](C)CO)C[C@H]2C)c1	·	26	0.1	4
CN1CCN(C(=O)C[C@H]2CC[C@@H]3[C@H](COC[C@@H](O)CN3Cc3cccc(Cl)c3)O2)CC1	5	-6	4.8	·
CS(=O)(=O)N1CCCCN2[C@H](CO)[C@@H](c3ccc(Br)cc3)[C@@H]2C1	15	-14	0.9	10
C[C@H]1CN([C@@H](C)CO)C(=O)CCCn2cc(nn2)CO[C@H]1CN(C)S(=O)(=O)c1ccccc1F	12	14	-2.1	·
CCCNC(=O)C[C@@H]1CC[C@H]2[C@@H](COC[C@H](O)CN2C(=O)c2ccccn2)O1	-16	9	0.7	·
C[C@@H]1CCCCO[C@@H](CN(C)C(=O)Cc2ccccc2)[C@@H](C)CN([C@@H](C)CO)C(=O)c2cc(NS(=O)(=O)c3ccc(Cl)cc3)ccc2O1	83	-57	-0.5	4
CC(C)C#Cc1ccc2c(c1)O[C@H](CN(C)CC1CCOCC1)[C@@H](C)CN([C@H](C)CO)S2(=O)=O	94	-46	0.9	-2
CCCNC(=O)Nc1ccc2c(c1)C(=O)N(C)C[C@@H](OC)[C@@H](C)CN(C(=O)C1CCC1)[C@@H](C)CO2	35	·	0.5	·
CC(C)NC(=O)N(C)C[C@@H]1Oc2ccc(NC(=O)Cc3cn(C)c4ccccc34)cc2C(=O)N([C@@H](C)CO)C[C@H]1C	8	7	0.8	0
CC(=O)N(C)C[C@H]1Oc2cc(-c3ccc(F)cc3)ccc2S(=O)(=O)N([C@@H](C)CO)C[C@H]1C	6	3	-0.4	-1
Cc1ccc(S(=O)(=O)N(C)C[C@H]2OCCCC[C@H](C)Oc3ccc(NC(=O)CCCN(C)C)cc3C(=O)N([C@H](C)CO)C[C@H]2C)cc1	-14	-57	4.3	·
C[C@H](CO)N1C[C@H](C)[C@@H](CN(C)Cc2ccccc2C(=O)O)Oc2cc(-c3ccc(C(=O)N(C)C)cc3)ccc2S1(=O)=O	26	12	-0.8	-7
O=C(Nc1ccccc1)N1C[C@H]2[C@@H](c3ccccc31)[C@H](CO)N2Cc1ccc(F)cc1	68	-13	1.4	11
O=C(C[C@@H]1CC[C@H]2[C@@H](COC[C@H](O)CN2Cc2ccc(Oc3ccccc3)cc2)O1)Nc1nccs1	193*	-67	-2.0	35&8
O=C(C[C@H]1C[C@@H]2c3cc(NC(=O)CC4CC4)ccc3O[C@@H]2[C@H](CO)O1)NCc1ccc2c(c1)OCO2	35	2	1.8	0
C[C@@H](O)C#Cc1ccc2c(c1)O[C@@H](CN(C)Cc1ccncc1)[C@@H](C)CN([C@@H](C)CO)S2(=O)=O	50	-30	1.0	-2
CCCN1[C@@H]2Cn3c(ccc(-c4cccc(OC)c4)c3=O)[C@H]1[C@@H](C(=O)NCC)[C@@H]2CO	-4	·	-0.3	1
CCCC#Cc1cnc2c(c1)C(=O)N([C@@H](C)CO)C[C@@H](C)[C@H](CN(C)C(=O)Cc1ccncc1)O2	-36	-57	0.9	-2
C[C@H](CO)N1C[C@H](C)[C@@H](CN(C)S(=O)(=O)c2ccc(F)cc2)OCCCC[C@H](C)Oc2ccc(NC(=O)c3ccccc3)cc2C1=O	·	-42	-0.7	-2
C[C@@H]1CN([C@@H](C)CO)S(=O)(=O)c2ccc(C#CC3CC3)cc2O[C@@H]1CN(C)C(=O)c1ccncc1	93	-7	0.5	-15
CC(C)C#Cc1cnc2c(c1)C(=O)N([C@@H](C)CO)C[C@H](C)[C@@H](CN(C)C(=O)Nc1ccccc1)O2	-2	·	-2.9	-9
C/C=C/c1ccc([C@H]2[C@@H](CO)N(CC3CCCC3)C23CN(C(=O)CC)C3)cc1	·	-27	-0.8	-5
CCNC(=O)Nc1ccc2c(c1)C(=O)N(C)[C@@H]1CC[C@H](CC(=O)NC3CCCCC3)O[C@@H]1CO2	14	8	1.8	-1
C[C@H](CO)N1C[C@H](C)[C@H](CN(C)C(=O)Nc2cccc3ccccc23)Oc2ccc(NC(=O)NC3CCCCC3)cc2C1=O	41	-7	-1.7	-12
C[C@@H]1CN([C@@H](C)CO)C(=O)c2cc(NC(=O)Nc3cccc4ccccc34)ccc2O[C@@H](C)CCCCO[C@@H]1CN(C)C(=O)NC1CCCCC1	-3	-46	-0.5	-8
CC(C)NC(=O)N(C)C[C@H]1Oc2ccc(NS(=O)(=O)c3cccs3)cc2CC(=O)N([C@@H](C)CO)C[C@@H]1C	11	13	0.6	-8
C[C@H](CO)N1C[C@H](C)[C@H](CN(C)Cc2ccc(C(=O)O)cc2)Oc2ccc(NC(=O)CCN3CCOCC3)cc2CC1=O	-35	22	-2.6	4
O=C([C@H]1[C@H](CO)[C@H]2Cn3c(ccc(C4=CCCC4)c3=O)[C@H]2N1Cc1nccs1)N1CCCCC1	68	10	2.7	4
C[C@H](CO)N1C[C@H](C)[C@@H](CN(C)C(=O)Nc2ccc3c(c2)OCO3)Oc2ccc(NC(=O)Nc3cccc4ccccc34)cc2C1=O	10	-1	3.7	4
C[C@@H]1CN([C@H](C)CO)C(=O)c2cc(NS(=O)(=O)c3ccc(F)cc3)ccc2O[C@@H]1CN(C)S(=O)(=O)c1ccc(F)cc1	19	35	-1.1	-12
COC(=O)C[C@@H]1CC[C@@H]2[C@H](COc3ccc(NC(=O)C4CC4)cc3C(=O)N2C)O1	-26	4	-3.7	1

An unsorted share of the library; overall some 6.7% were active at least once.
